TGFb SMAD3 inh = blocks TGF-b signaling | HepG2 CAGA-GFP TGF-b/SMAD3 reporter, GFP fluorescence, 18 h; TGF-beta stimulated, 500 pg/mL final | Potency, µM (highest dose often 46.1 µM), inactives show at the highest dose activity, negative = inhibition, actives largely listed as inhibitors | 1.2% of 410,000 active | AID 588855; further: potency means the concentration at half of the fitted maximal effect; on the % scale 0 is the no-effect control and ±100 the full control effect; nearly all actives have a fitted effect of over 65% in size
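HEPG2 CAGA-GFP cells (1000/well, DMEM with 1% FBS) were pre-incubated 2 h at 37 degrees C, given compound by pin tool, then stimulated with TGF-beta at 500 pg/mL final for 18 h before per-cell GFP fluorescence imaging.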
Abeta yeast res = restores growth of yeast expressing A-beta42 peptide; 0.063% of 410,000 active; Potency, µM (series often up to 46.1 µM), for the others: at the top dose growth rescue, actives largely listed as activators; yeast expressing A-beta42, growth rescue, OD600, 48 h; response scale: 0% DMSO, 100% iron-clioquinol control; further: potency means the concentration at half of the fitted maximal effect; nearly all actives have a fitted effect of over 55% in size
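Growth rescue measured by 600 nm absorbance after 48 h yeast culture at 30 C with compound. Values normalized between DMSO and an equimolar ferric chloride plus clioquinol control.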
Nrf2 inh = inhibitors of Nrf2 signaling; Potency, µM (titrated, usually from 46 µM), for the others: top-dose activity change, negative = inhibition, usual class: inhibitors; A549 ARE-Fluc reporter, luciferase luminescence, 18-24 h; 2.1% of 360,000 active; further: potency means the concentration at half of the fitted maximal effect; on the % scale 0 is the no-effect control and ±100 the full control effect; nearly all actives have a fitted effect of over 60% in size
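In this cell-based qHTS, ARE-driven firefly luciferase in A549 cells reports Nrf2 activity; the luminescent signal after BugLite lysis is the measured value, with a prior CellTiter-Fluor read for cell health.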
HepG2 viability = counter-screen for TGF-b inhibitors: cytotoxicity in HepG2 cells; HepG2 CAGA-GFP viability, ATP luminescence, 18 h; Potency, µM (series often up to 46.1 µM), for inactives: at the top dose activity change, negative = cytotoxicity, actives largely listed as cytotoxic; 0.76% of 410,000 active; AID 588856; further: potency means the concentration at half of the fitted maximal effect; some results filed as inactive show a strong effect at the top dose
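CellTiter-Glo luminescence gave cytotoxicity after 18 hours at 37 degrees C. The cells were HepG2 CAGA-GFP in 1% FBS DMEM, stimulated with 500 pg/mL TGF-beta after compound addition. %Activity was normalised to no-cell wells (complete cell-killing) and DMSO (no toxicity), and curves were fitted and classified.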
A549 viability = A549 cytotoxicity, counter-screen for Nrf2 inhibitors | A549 ARE-Fluc cells, CellTiter-Fluor viability, 18-24 h | Potency, µM (titrated, usually from 46 µM), for the others: at the highest dose activity change, negative = cytotoxicity, hits mostly inhibitors | 0.16% of 390,000 active | AID 504648; further: potency means the concentration at half of the fitted maximal effect; on the % scale 0 is the no-effect control and ±100 the full control effect
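A549 ARE_Fluc cells in 5% FBS OPTI-MEM were exposed to compounds in concentration-response for 18-24 h at 37 deg C. Viability was read by CellTiter-Fluor fluorescence (Ex 405/Em 525) after 30 min, before the luciferase read.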
CCT modulator = cytosolic chaperonin activity modulation; 0.3% of 360,000 active; purified chaperonin ATPase assay, HTRF ADP detection, 30 min; activity change, % (test concentration not listed), hits read low; in the data active means activity change below about -30%; further: on the % scale 0 is the no-effect control and ±100 the full control effect
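TRiC (40 or 20 nM final, by batch activity) in 30 mM Tris pH 7.4, 100 mM KCl, 5 mM MgCl2, 1 mM DTT was treated with compound at 76 uM single dose, then 10 uM ATP, 30 min at 37 °C. ADP was read by HTRF Transcreener.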
Nrf2 ARE act = activators of Nrf2 (ARE) signaling. AREc32 ARE-luciferase reporter (MCF7-derived line), luminescence, 24 h. Potency, µM (top dose mostly 46.1 µM), without a hit: at the highest dose activation, hits mostly activators. 0.31% of 410,000 active; further: potency means the concentration at half of the fitted maximal effect; % of control where 0% means no effect; nearly all actives have a fitted effect of over 65% in size
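ARE-driven firefly luciferase activity in AREc32 cells measured after a 24 hr compound exposure at 37 deg C, using Steady-Glo reagent and a 30 min room-temperature hold.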
MmCpn inh = inhibitors of Methanococcus maripaludis chaperonin (MmCpn); purified Mm-Cpn ATPase, ADP Transcreener TR-FRET; Potency, µM (doses to about 76.9 µM), inactives show at the highest dose activity, negative = inhibition, usual class: inhibitors; 0.031% of 330,000 active; AID 504842; further: potency means the concentration at half of the fitted maximal effect; on the % scale 0 is the no-effect control and ±100 the full control effect; nearly all actives have a fitted effect of over 80% in size
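Purified archaeal chaperonin (25 nM final) was preincubated with compound for 10 min at 37°C, then ATP (10 uM final) was added for 30 min at 37°C in Tris pH 7.4/KCl/MgCl2/DTT buffer. ADP was quantified by HTRF Transcreener TR-FRET.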
pAkt inh = Akt phosphorylation inhibition; Neuro2A IGF-stimulated pAkt S473 HTRF, 20 min; active compounds read low; activity change, % for hits at 50 µM; 0.32% of 360,000 active; AID 651550; in the data active means activity change below about -80%; inconclusive means mostly about -51% to -80%; further: on the % scale 0 is the no-effect control and ±100 the full control effect
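Single-point screen (50 µM final compound) in Neuro2A cells stimulated 20 min with 6 nM IGF at 37 deg C. After lysis, Ser473-phosphorylated Akt read by HTRF (ex 330 nm, em 615/665 nm) as the 665/615 ratio.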
An asterisk follows results filed as active; & = joins results of further samples; [ ] = remark or other dose. Unless noted, the call rests on the fitted dose curve; in most records, active means well fitted curve in the direction sought with a large enough effect; inconclusive means small, poorly fitted or top-dose-only effect, or another doubt; inactive means no such curve, though single readings can be large; an effect the other way counts as inactive or inconclusive.

`C/C(CC(=O)NCc1ccco1)=N\NC(=O)COc1ccc(C)cc1` gave TGFb SMAD3 inh 5%, Abeta yeast res -15%, Nrf2 inh 4%, HepG2 viability -2%, A549 viability 6%, CCT modulator 0.2, Nrf2 ARE act 2.7%, MmCpn inh 1% and pAkt inh inactive.
Screening COc1ccc(/C=C/c2nc(C#N)c(NCCN(C)C)o2)cc1OC returned TGFb SMAD3 inh -1%, Abeta yeast res -13%, Nrf2 inh 2%, HepG2 viability -43%, A549 viability 0%, CCT modulator 1.1, Nrf2 ARE act 3.7%, MmCpn inh -1% and pAkt inh inactive.
Screening O=C(Nc1ccccc1[N+](=O)[O-])C1C(c2ccccc2)=C1c1ccccc1 returned TGFb SMAD3 inh 8%, Abeta yeast res 12%, Nrf2 inh 5%, HepG2 viability 2%, A549 viability -3%, CCT modulator 0.4, Nrf2 ARE act -0.8%, MmCpn inh 1% and pAkt inh inactive.
For CCC(C)NC(=O)c1ccc2nc(-c3cccs3)c(-c3cccs3)nc2c1 (stereo not given) the results were TGFb SMAD3 inh -15%, Nrf2 inh -29%, HepG2 viability -12% and A549 viability 0%.
For Cc1[nH]n(-c2ccccc2)c(=O)c1/C=N/N1C(=O)c2cccc3cccc(c23)C1=O the results were TGFb SMAD3 inh inconclusive, Abeta yeast res inconclusive, Nrf2 inh -5%, HepG2 viability -62%, A549 viability -15%, CCT modulator 0.1, Nrf2 ARE act 4.9%, MmCpn inh -1% and pAkt inh inactive.
For Cc1cccn2c(=O)c3cc(C(=O)N(Cc4ccccc4)C(C)C)sc3nc12 the results were TGFb SMAD3 inh inconclusive, Abeta yeast res -31%, Nrf2 inh inconclusive, HepG2 viability -35%, A549 viability 3% and Nrf2 ARE act 1.0%.
`CCN(CC)c1ccc(NC(=O)Cn2c(C)c3cnn(-c4ccccc4)c(=O)c3c2C)c(C)c1` gave TGFb SMAD3 inh inconclusive, Abeta yeast res -15%, Nrf2 inh -8%, HepG2 viability 0%, A549 viability 0% and Nrf2 ARE act 0.4%.
O=C(NCCOC(=O)c1ccc(S(=O)(=O)N2CCOCC2)cc1)c1cccnc1 was read as TGFb SMAD3 inh 9%, Abeta yeast res -18%, Nrf2 inh -3%, HepG2 viability -14%, A549 viability -11%, CCT modulator -1.0, Nrf2 ARE act -0.7%, MmCpn inh 0% and pAkt inh inactive.
For CCCN(CC(=O)Nc1ccccc1C)C(=O)c1cc(C)oc1C the results were TGFb SMAD3 inh 1%, Abeta yeast res 10%, Nrf2 inh -7%, HepG2 viability -1%, A549 viability 0%, CCT modulator -0.8, Nrf2 ARE act -0.5%, MmCpn inh -1% and pAkt inh inactive.
Screening COc1cc(OC)c2c(C)c(CC(=O)NCc3ccccc3OC)c(=O)oc2c1 returned TGFb SMAD3 inh -24%, Abeta yeast res -20%, Nrf2 inh 2%, HepG2 viability -45%, A549 viability 0% and Nrf2 ARE act -0.1%.
CCCCN(C)S(=O)(=O)c1ccc(C(=O)N=c2sc3cc(NC(C)=O)ccc3n2C)cc1 was read as TGFb SMAD3 inh -3%, Abeta yeast res -10%, Nrf2 inh 6%, HepG2 viability 21%, A549 viability 9%, CCT modulator -1.2, Nrf2 ARE act -0.3%, MmCpn inh -3% and pAkt inh inactive.
CCOc1ccc(C(CC(=O)O)NC(=O)COc2ccccc2OC)cc1OC (stereo not given) was read as TGFb SMAD3 inh 14%, Abeta yeast res 3%, Nrf2 inh 5%, HepG2 viability 0%, A549 viability 2%, CCT modulator -0.6, Nrf2 ARE act 0.1%, MmCpn inh -1% and pAkt inh inactive.

2 entries drawn at random from those above:
`C/C(CC(=O)NCc1ccco1)=N\NC(=O)COc1ccc(C)cc1` gave TGFb SMAD3 inh 5%, Abeta yeast res -15%, Nrf2 inh 4%, HepG2 viability -2%, A549 viability 6%, CCT modulator 0.2, Nrf2 ARE act 2.7%, MmCpn inh 1% and pAkt inh inactive.
For CCC(C)NC(=O)c1ccc2nc(-c3cccs3)c(-c3cccs3)nc2c1 (stereo not given) the results were TGFb SMAD3 inh -15%, Nrf2 inh -29%, HepG2 viability -12% and A549 viability 0%.

(next part)
For CCOc1ccc(NC(=O)C2CCCN(S(=O)(=O)c3ccc4[nH]c(=O)ccc4c3)C2)cc1 (stereo not given) the results were TGFb SMAD3 inh inconclusive, Abeta yeast res 18%&15%, Nrf2 inh -7%&-4%, HepG2 viability -16%&-46%, A549 viability 1%&5%, CCT modulator -0.6, Nrf2 ARE act -0.4%&-1.0%, MmCpn inh -2% and pAkt inh inactive.
For NC(CC(=O)NC(c1ccccc1)(c1ccccc1)c1ccccc1)C(=O)O (stereo not given) the results were TGFb SMAD3 inh -9%, Abeta yeast res -8%, Nrf2 inh -12%, HepG2 viability 16%, A549 viability 1%, CCT modulator -0.5, Nrf2 ARE act 0.5%, MmCpn inh -3% and pAkt inh inactive.
Screening Cc1cc(F)ccc1NC(=O)C1CCN(C(=O)c2cnn(-c3ccccc3)c2-n2cccc2)CC1 returned TGFb SMAD3 inh inconclusive, Abeta yeast res -4%, Nrf2 inh -5%, HepG2 viability -3%, A549 viability -18% and Nrf2 ARE act 4.0%.
`Cc1cn(CC(=O)NCc2nc3ccccc3[nH]2)c(=O)[nH]c1=O` gave Abeta yeast res 2%, CCT modulator -1.4, Nrf2 ARE act -1.5% and pAkt inh inactive.
Cc1cc(-c2nn(-c3ccccc3)cc2/C=C2\SC(N)=NC2=O)ccc1OC(C)C was read as TGFb SMAD3 inh inconclusive, Abeta yeast res -6%, Nrf2 inh 9%, HepG2 viability -1%, A549 viability -10%, CCT modulator -0.3, Nrf2 ARE act 0.0%, MmCpn inh 1% and pAkt inh inactive.
CCOC(=O)Cc1csc(NC(=O)CCS(=O)(=O)Cc2ccccc2)n1 was read as TGFb SMAD3 inh -4%, Abeta yeast res -14%, Nrf2 inh 11%, HepG2 viability 1%, A549 viability 0%, CCT modulator 0.4, Nrf2 ARE act 23% and MmCpn inh 0%.
Screening CNC(=O)c1sc(-c2cccnc2)nc1C returned TGFb SMAD3 inh 1%, Abeta yeast res 16%, Nrf2 inh -14%, HepG2 viability 11%, A549 viability -9%, CCT modulator -4.8, Nrf2 ARE act -0.1%, MmCpn inh 0% and pAkt inh inactive.
`CCOC(=O)C1CCCN(c2nc3ccccc3nc2NS(=O)(=O)c2ccc(C)cc2)C1` (stereo not given) gave TGFb SMAD3 inh inconclusive, Abeta yeast res -15%, Nrf2 inh -1%, HepG2 viability -15%, A549 viability 1%, CCT modulator -1.1, Nrf2 ARE act -0.5%, MmCpn inh -4% and pAkt inh inactive.
For COc1ccccc1NS(=O)(=O)c1cccc(C(=O)N/N=C/c2ccc(N3CCOCC3)cc2)c1 the results were TGFb SMAD3 inh 29%, Abeta yeast res -2%, Nrf2 inh 1%, HepG2 viability -22%, A549 viability 3%, CCT modulator -3.6, Nrf2 ARE act 0.8%, MmCpn inh -11% and pAkt inh inactive.
Screening O=C(Oc1ccccc1)c1ccccc1OS(=O)(=O)c1ccccc1 returned TGFb SMAD3 inh 0%, Abeta yeast res 11%, Nrf2 inh 7%, HepG2 viability -10%, A549 viability 4%, CCT modulator 1.1, Nrf2 ARE act 0.4%, MmCpn inh 2% and pAkt inh inactive.
`COC(=O)c1ccc(Cl)c(NC(=O)CN2CCN(Cc3ccccc3)CC2)c1` gave TGFb SMAD3 inh 3%, Abeta yeast res 9%, HepG2 viability -3%, A549 viability 2%, CCT modulator -1.3, Nrf2 ARE act 0.0%, MmCpn inh -3% and pAkt inh inactive.
`Cc1ccc(NC(=O)CSc2nnc3[nH]c(=O)cc(-c4ccccc4)n23)cc1Cl` gave TGFb SMAD3 inh -18%, Abeta yeast res 2%, HepG2 viability -14%, A549 viability 0% and Nrf2 ARE act 0.1%.
CC(=O)C(Cc1ccccc1)NC(=O)COC(=O)c1cccc(C)c1[N+](=O)[O-] (stereo not given) was read as TGFb SMAD3 inh 4%, Abeta yeast res 2%, Nrf2 inh 9%, HepG2 viability 2%, A549 viability 11%, CCT modulator -1.1, Nrf2 ARE act 0.2%, MmCpn inh 0% and pAkt inh inactive.
COc1ccc2oc(C(=O)OCC(=O)N3CCN(c4ccccc4)CC3)c(C)c2c1 was read as TGFb SMAD3 inh 2%, Abeta yeast res 13%, Nrf2 inh inconclusive, HepG2 viability -3%, A549 viability -3%, CCT modulator -0.7, Nrf2 ARE act -1.0%, MmCpn inh -1% and pAkt inh inactive.
Screening CCN(CC(=O)Nc1ccc(Br)cc1)C(=O)Cc1cccc(F)c1 returned TGFb SMAD3 inh -20%, Abeta yeast res 1%, Nrf2 inh 4%, HepG2 viability -10%, A549 viability -2%, CCT modulator -4.8, Nrf2 ARE act 2.0%, MmCpn inh 1% and pAkt inh inactive.
Screening Cc1cc(C)c2sc(NC(=O)c3ccc([N+](=O)[O-])o3)nc2c1 returned TGFb SMAD3 inh -16%, Abeta yeast res -38%[inhibitor], Nrf2 inh 11%, HepG2 viability -24%, A549 viability -10%, CCT modulator -1.7, Nrf2 ARE act 7.9µM*, MmCpn inh 0% and pAkt inh inactive.

High-throughput results: PubChem, National Center for Advancing Translational Sciences (NCATS)
